INS promoter inh – TRM-6 insulin promoter activity inhibition; TRM-6 cells (human fetal islet line), insulin promoter-eGFP reporter, imaging; reporter expression induced with tamoxifen; AID 1273; inhibition, % at 2 µM; 130,000 tested, 0.9% active;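 active = inhibition above the mean plus 3 SD, with well images judged a real hit on visual review, cut at about 60% in these data, passing the limit was not always enough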
sdo1 growth – restores growth of sdo1-depleted yeast | S. cerevisiae sdo1-depleted JHY4D growth rescue, OD600 30 h; stronger effect = higher value; pdr5 snq2 efflux-pump mutant strain | z-score at 10 µM | 140,000 tested, 0.21% active | AID 817;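 active = z-score above 3 at both the 24 hr and the 30 hr optical density reads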;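 also: z-score against mean and SD of all compound wells on the same plate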
sdo1 growth Rescue 24 h – recorded beside sdo1 growth, whose call it bears; z-score; S. cerevisiae sdo1-depleted JHY4D growth rescue, OD600; measured here: growth rescue at 24 h;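 0 is the plate mean of compound wells and units are plate SD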
An asterisk follows results filed as active. This is a subset; rates above refer to the full screens.

For CCC1CCCCN1C(=O)c1nn2cccnc2c1Cl (stereo not given) the results were INS promoter inh -272, sdo1 growth 0.73 and sdo1 growth Rescue 24 h 0.95.
`O=C(c1cc(-c2ccc3c(c2)OCO3)on1)N1CCN(c2ccccc2)CC1` gave sdo1 growth -0.94 and sdo1 growth Rescue 24 h -0.56.
Screening O=C(NNS(=O)(=O)c1ccc(Cl)cc1)c1cc(-c2ccccc2)nc2ccccc12 returned INS promoter inh 7, sdo1 growth -1.5 and sdo1 growth Rescue 24 h -0.28.
Screening COc1ccc(C2C(C#N)=C(N)Oc3n[nH]c(C)c32)cc1Cn1nc(C)c([N+](=O)[O-])c1C (stereo not given) returned INS promoter inh 0, sdo1 growth -0.16 and sdo1 growth Rescue 24 h -0.8.
Cc1ccc(N=Cc2nc(/C=C/c3cccc([N+](=O)[O-])c3)oc2O)cc1 was read as INS promoter inh -39, sdo1 growth -0.76 and sdo1 growth Rescue 24 h 0.74.
For COc1ccc(-c2cc(C(F)(F)F)n3nc(C(=O)N4CCCC4)cc3n2)cc1 the results were sdo1 growth 0.7 and sdo1 growth Rescue 24 h 2.4.
Cc1csc(NC(=O)C2CCN(S(=O)(=O)c3ccc4c(c3)oc(=O)n4C)CC2)n1 was read as sdo1 growth 1.1 and sdo1 growth Rescue 24 h 0.6.
For O=C(NC12CC3CC(CC(C3)C1)C2)c1cc2nc(-c3ccco3)cc(C(F)(F)F)n2n1 the results were sdo1 growth -0.54 and sdo1 growth Rescue 24 h 0.14.
For Cc1sc2nc(SCC(=O)N3CCCCC3)[nH]c(=O)c2c1C the results were INS promoter inh 50, sdo1 growth -0.68 and sdo1 growth Rescue 24 h 0.32.
Screening Cc1cccc(-n2ncc3c(N4CCCC4)ncnc32)c1 returned INS promoter inh 3, sdo1 growth 0.46 and sdo1 growth Rescue 24 h 0.49.
`CC(C)C(=O)N1CCN(c2ccc(NC(=O)c3cccs3)cc2)CC1` gave INS promoter inh 44, sdo1 growth -0.08 and sdo1 growth Rescue 24 h -1.4.
`Nn1c(SCC(=O)NCCC2=CCCCC2)nnc1C1CCCCC1` gave sdo1 growth 0.13 and sdo1 growth Rescue 24 h -0.51.
`NC(=O)CN1C(=O)C(O)(CC(=O)/C=C\C=C\c2ccccc2)c2ccccc21` (stereo not given) gave INS promoter inh 22, sdo1 growth -0.08 and sdo1 growth Rescue 24 h -0.96.
For COc1cccc(C(=O)Nc2c(C(N)=O)oc3ccccc23)c1 the results were sdo1 growth 0.66 and sdo1 growth Rescue 24 h 1.4.
`CCc1nnc(NC(=O)CN2CCN(C3CCCCC3)CC2)s1` gave INS promoter inh 17, sdo1 growth 0.81 and sdo1 growth Rescue 24 h 0.77.
COC(=O)N1N=C(c2ccccc2)CC1(O)C(F)(F)F (stereo not given) was read as INS promoter inh 3, sdo1 growth 0.34 and sdo1 growth Rescue 24 h -0.39.
Screening CC(=O)Nc1ccc(Sc2ncccc2C(=O)Nc2ccc(F)cc2)cn1 returned sdo1 growth 0.74 and sdo1 growth Rescue 24 h 1.1.
Screening Cn1c(CNC(=O)Nc2cccc(Cl)c2)nnc1SCc1ccccc1 returned sdo1 growth -0.48 and sdo1 growth Rescue 24 h -0.45.
`O=C(CN1C(=O)c2ccccc2S1(=O)=O)Nc1ccc(S(=O)(=O)N2CCCCC2)cc1` gave INS promoter inh -21, sdo1 growth -0.17 and sdo1 growth Rescue 24 h -0.76.
O=C(N/N=C/c1cccs1)c1ccc(NC(=O)c2ccccc2Cl)cc1 was read as sdo1 growth -0.66 and sdo1 growth Rescue 24 h -0.26.
`O=C(NNC(=O)c1ccc(SCC2CCCO2)c([N+](=O)[O-])c1)c1ccc(F)cc1` (stereo not given) gave INS promoter inh 26, sdo1 growth 0.54 and sdo1 growth Rescue 24 h 0.23.
CN(C)c1ccc(/C=C/c2ccc3ccccc3[n+]2C)cc1 was read as sdo1 growth -1.5 and sdo1 growth Rescue 24 h 0.05.
O=C1CC(Cc2ccccc2)C(=O)N1CCc1ccc2c(c1)OCO2 (stereo not given) was read as INS promoter inh -26, sdo1 growth -0.03 and sdo1 growth Rescue 24 h -0.26.
`O=C(CSc1nc2c(cnn2-c2ccccc2)c(=O)[nH]1)c1ccc(Cl)cc1` gave INS promoter inh -8, sdo1 growth -1.7 and sdo1 growth Rescue 24 h -1.1.
`Fc1ccc(OCc2nc(-c3ccncc3)n[nH]2)cc1` gave INS promoter inh 30.
For O=C(c1ccc(Cl)cc1[N+](=O)[O-])N1CCOCC1 the results were INS promoter inh 50.
Screening N=c1ccn(Cc2ccccc2Cl)cc1 returned INS promoter inh 27, sdo1 growth 1.6 and sdo1 growth Rescue 24 h 0.89.
Cc1ccc(NCc2nnc(SCC(=O)NCCc3ccccc3)n2C)cc1 was read as sdo1 growth 0.71 and sdo1 growth Rescue 24 h 0.69.
For CCn1cc(C(=O)OCC(=O)Nc2cccc(S(=O)(=O)N3CCOCC3)c2)c(=O)c2ccc(C)nc21 the results were INS promoter inh 34, sdo1 growth 0.27 and sdo1 growth Rescue 24 h 0.11.
`CCOC(=O)c1c(C)[nH]c(O)c1C=Nc1ccc(C(F)(F)F)cc1` gave INS promoter inh 9, sdo1 growth -1.4 and sdo1 growth Rescue 24 h -1.3.
`CCOC(=O)C1=C(C)NC(=O)NC1c1cc2c(cc1Br)OCO2` (stereo not given) gave INS promoter inh 0, sdo1 growth 0.2 and sdo1 growth Rescue 24 h 0.19.
O=S1(=O)N=C(N2CCN(Cc3ccc4c(c3)OCO4)CC2)c2ccccc21 was read as INS promoter inh 38, sdo1 growth -0.2 and sdo1 growth Rescue 24 h 0.12.
Screening CC(=O)c1cnc2c(-c3ccc(Cl)cc3)cnn2c1C returned INS promoter inh inactive, sdo1 growth -1.3 and sdo1 growth Rescue 24 h -0.11.
For FC(F)(F)c1cccc(OCCOCCn2cncn2)c1 the results were INS promoter inh -240, sdo1 growth 2 and sdo1 growth Rescue 24 h 3.5.
`COC(=O)C1=C(C)C(c2ccc(OC)cc2)NC(=S)N1` (stereo not given) gave sdo1 growth 0.23 and sdo1 growth Rescue 24 h -0.01.
CC1CC(C)CN(S(=O)(=O)c2ccc(C(=O)OCC(=O)NCCN3C(=O)CSC3=O)cc2)C1 (stereo not given) was read as INS promoter inh -13.
For CCOc1ccccc1C1CC(c2ccc(Cl)cc2)Nc2nc(N)nn21 (stereo not given) the results were sdo1 growth 1.2 and sdo1 growth Rescue 24 h 0.62.
For Cc1ccnc(NS(=O)(=O)c2ccc(NC(=O)C3CCCCC3C(=O)O)cc2)n1 (stereo not given) the results were sdo1 growth 1.6 and sdo1 growth Rescue 24 h 2.
For C(=N\c1nc2ccccc2n1Cc1ccccc1)/c1cccs1 the results were INS promoter inh -121, sdo1 growth -0.16 and sdo1 growth Rescue 24 h -0.44.
For O=C(c1ccc(CS(=O)(=O)c2c(Cl)cccc2Cl)o1)N1CCCC1 the results were sdo1 growth 0.3 and sdo1 growth Rescue 24 h 0.14.
Cc1ccc(C(=O)N/N=C/c2nc3ccccc3n2C)cc1 was read as sdo1 growth -0.68 and sdo1 growth Rescue 24 h -0.38.
`Cc1ccc(NC(=O)c2ccc(COc3ccc4c(c3)CCC4)cc2)c(C)c1` gave sdo1 growth 0.18 and sdo1 growth Rescue 24 h 0.53.
Screening CN(C)S(=O)(=O)c1ccc(C(=O)OCc2ccc([N+](=O)[O-])cc2)cc1 returned INS promoter inh 7.
`CCOC(=O)N(NC(=O)C(O)(c1ccccc1)c1ccccc1)c1ccccc1` gave sdo1 growth 0.67 and sdo1 growth Rescue 24 h 0.88.
`CCOc1cccc2sc(NC(=O)CC)nc12` gave INS promoter inh -38, sdo1 growth 0.06 and sdo1 growth Rescue 24 h 0.19.
Screening COCCNC(=O)c1onc(CSc2cc(C)cc(C)c2)c1C(=O)O returned INS promoter inh -11, sdo1 growth 0.27 and sdo1 growth Rescue 24 h 0.12.
Screening S=c1[nH]nc(-c2ccco2)n1/N=C/c1cccc(Cl)c1Cl returned INS promoter inh 7, sdo1 growth -0.17 and sdo1 growth Rescue 24 h -0.07.
`O=C(CSc1nc2ccccc2s1)N1c2ccccc2Sc2ccc(Cl)cc21` gave INS promoter inh 38, sdo1 growth 0.48 and sdo1 growth Rescue 24 h 0.32.
`CCCCOCCCNC(=O)N[C@@H](CCSC)C(=O)OC` gave sdo1 growth 0.44 and sdo1 growth Rescue 24 h 0.15.
Screening CCSc1nnc(NC(=O)c2ccc(Br)s2)s1 returned INS promoter inh 5, sdo1 growth -0.45 and sdo1 growth Rescue 24 h -0.11.
`CCOC(=O)C1CCN(C(=O)/C=C/c2cccs2)CC1` gave INS promoter inh 6.
Screening COc1ccc(OC)c(N(CC(=O)Nc2ccc3c(c2)OCO3)S(=O)(=O)c2ccccc2)c1 returned INS promoter inh 50, sdo1 growth -1 and sdo1 growth Rescue 24 h -0.4.
`CCOC(=O)c1c(C2COc3ccccc3O2)csc1N` (stereo not given) gave INS promoter inh 14, sdo1 growth -1.1 and sdo1 growth Rescue 24 h -1.1.
For CCc1ccc2oc(=O)cc(CN3CCC(C)CC3)c2c1 the results were INS promoter inh 50, sdo1 growth -0.52 and sdo1 growth Rescue 24 h -0.97.
Screening CCOC(=O)c1ccc(N=Cc2nc(-c3ccccc3)oc2OC(C)=O)cc1 returned INS promoter inh 10, sdo1 growth -0.12 and sdo1 growth Rescue 24 h 0.15.
Cc1ccccc1N(CC(=O)N/N=C/c1ccc(N(C)C)cc1)C(=O)c1ccccc1 was read as INS promoter inh 3, sdo1 growth 0.27 and sdo1 growth Rescue 24 h -0.06.
`CCOCCOc1nc(C)cc(C)c1S(=O)(=O)c1ccccc1C` gave INS promoter inh 56.
Screening COC(=O)Cc1nnc(NC(=O)c2ccccc2)s1 returned INS promoter inh -50, sdo1 growth 1.5 and sdo1 growth Rescue 24 h 2.1.
CC(=O)c1ccc(N2CCN(C(=O)c3ccco3)C(C)C2)c(F)c1 (stereo not given) was read as INS promoter inh -438, sdo1 growth -0.39 and sdo1 growth Rescue 24 h -1.1.
Screening CC(C)(C)c1nc(CN2CCOCC2)ccc1O returned INS promoter inh -8, sdo1 growth 0.31 and sdo1 growth Rescue 24 h 1.3.
For COC(=O)c1ccc(=O)n(-c2ccc(OC)cc2)c1 the results were sdo1 growth 0.08 and sdo1 growth Rescue 24 h -0.81.
`CC(=O)N1CCC2(CC1)CC(=O)c1cc(OCC(=O)N3CCOCC3)ccc1O2` gave INS promoter inh 6.
`NC(=O)c1ccsc1NC(=O)c1cc(=O)c2ccccc2o1` gave INS promoter inh -61, sdo1 growth -0.42 and sdo1 growth Rescue 24 h 1.3.
`COc1ccc(-n2nnc3c(=O)n(Cc4ccccc4C)cnc32)cc1` gave INS promoter inh -14, sdo1 growth -0.34 and sdo1 growth Rescue 24 h 2.1.
`COc1ccccc1N1CCN(S(=O)(=O)c2ccc3c4c(cccc24)C(=O)N3C)CC1` gave INS promoter inh -7, sdo1 growth -0.9 and sdo1 growth Rescue 24 h -0.63.
C=CCOc1c(CNn2nnnc2N)cccc1OC was read as INS promoter inh -494, sdo1 growth 0.33 and sdo1 growth Rescue 24 h -0.56.
For COc1cc2c(cc1OC)C(C(=O)N1CCCC1)C(c1ccccc1F)N(C)C2=O (stereo not given) the results were sdo1 growth 6.2 and sdo1 growth Rescue 24 h 1.4.

Molecules listed so far with a thiophene ring, fused or not, in the order listed:
For Cc1sc2nc(SCC(=O)N3CCCCC3)[nH]c(=O)c2c1C the results were INS promoter inh 50, sdo1 growth -0.68 and sdo1 growth Rescue 24 h 0.32.
`CC(C)C(=O)N1CCN(c2ccc(NC(=O)c3cccs3)cc2)CC1` gave INS promoter inh 44, sdo1 growth -0.08 and sdo1 growth Rescue 24 h -1.4.
O=C(N/N=C/c1cccs1)c1ccc(NC(=O)c2ccccc2Cl)cc1 was read as sdo1 growth -0.66 and sdo1 growth Rescue 24 h -0.26.
For C(=N\c1nc2ccccc2n1Cc1ccccc1)/c1cccs1 the results were INS promoter inh -121, sdo1 growth -0.16 and sdo1 growth Rescue 24 h -0.44.
Screening CCSc1nnc(NC(=O)c2ccc(Br)s2)s1 returned INS promoter inh 5, sdo1 growth -0.45 and sdo1 growth Rescue 24 h -0.11.
`CCOC(=O)C1CCN(C(=O)/C=C/c2cccs2)CC1` gave INS promoter inh 6.
`CCOC(=O)c1c(C2COc3ccccc3O2)csc1N` (stereo not given) gave INS promoter inh 14, sdo1 growth -1.1 and sdo1 growth Rescue 24 h -1.1.
`NC(=O)c1ccsc1NC(=O)c1cc(=O)c2ccccc2o1` gave INS promoter inh -61, sdo1 growth -0.42 and sdo1 growth Rescue 24 h 1.3.

Bioassay records deposited in PubChem BioAssay by several laboratories.
